JMJD2A Tudor – qHTS Assay for Inhibitors of JMJD2A-Tudor Domain. Lysine-specific demethylase 4A (Homo sapiens), O75164. AlphaScreen JMJD2A-Tudor / H3K4me3 peptide binding. Potency, µM (series often up to 114 µM), for inactives: at the highest dose activity change, negative = inhibition, actives largely listed as inhibitors. 390,000 compounds, 4.4% hits; note: % is set by controls: 0 for no effect and ±100 for the full control effect; nearly all actives have a fitted effect of over 50% in size
HP1b chromo inh – HTS for Inhibitors of HP1-beta Chromodomain Interactions with Methylated Histone Tails; Potency, µM (doses to about 114 µM), inactives show top-dose activity change, negative = inhibition, hits mostly inhibitors; AlphaScreen HP1-beta / biotin-H3K9me3 peptide binding; AID 540317, 2011; 390,000 compounds, 0.56% hits; note: nearly all actives have a fitted effect of over 70% in size; inactives centre near 23
Target sequence (P83916 whole entry, looked up): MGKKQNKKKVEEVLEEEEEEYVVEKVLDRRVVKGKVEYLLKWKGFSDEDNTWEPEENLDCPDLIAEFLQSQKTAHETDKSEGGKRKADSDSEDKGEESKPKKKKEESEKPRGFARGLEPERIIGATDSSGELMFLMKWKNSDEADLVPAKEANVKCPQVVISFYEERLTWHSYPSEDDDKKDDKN
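Compound inhibition of the preformed complex between 50 nM HP1-beta and 50 nM biotinylated H3K9me3 peptide was read by AlphaScreen. Buffer was PBS pH 7.4 with 0.01% Tween-20. Incubations ran 30 min at room temperature, with 10 ug/mL donor/acceptor beads.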
PGK inhibitor – qHTS Assay to Find Inhibitors of Phosphoglycerate Kinase; Phosphoglycerate kinase, glycosomal (Trypanosoma brucei brucei), P07378; PGK/GAPDH coupled, Kinase-Glo luminescence, 60 min; Potency, µM (series often up to 57.5 µM), for the others: at the highest dose activity change, negative = inhibition, most hits filed as inhibitors; 380,000 compounds, 0.043% hits; AID 602233, 2012; note: % is set by controls: 0 for no effect and ±100 for the full control effect; nearly all actives have a fitted effect of over 60% in size
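Luminescent ATP detection (Kinase-Glo Plus) follows a 60-minute room-temperature incubation, with wells lacking PGK as controls. Buffer: 100 mM TEA (pH 7.6), 5 mM MgCl2, 0.01% Tween-20. Coupling enzyme GAPDH (100 nM final) supplies unstable 1,3-BPG in-well.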
ERG Ets-DNA blk – qHTS for Small Molecule Inhibitors of the ERG Ets/DNA interaction; Transcriptional regulator ERG (Homo sapiens), P11308; fluorescence polarization, His-ERG Ets domain / labelled DNA; Potency, µM (highest dose often 76.9 µM), inactives show at the highest dose FP activity, negative = inhibition, usual class: inhibitors; 370,000 compounds, 0.028% hits; active = well fitted inhibition curve with a large enough effect in the polarisation, with a control signal flat; inconclusive = small, poorly fitted or top-dose-only effect, or effect the other way, or a change in a side signal; inactive = no such curve, though single readings can be large or run the other way; the % refers to the polarisation;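 note: polarization taken with two DNA probes labelled with fluorescein and Texas red; % of control where 0% means no effect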
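His-tagged ERG Ets domain (1 uM in the protein solution; 300mM KCl, 50mM Tris-HCl, 1mM EDTA, 1mM DTT, pH 7.5) received compound, then a probe mix of 5 nM fluorescein-DNA and 100nM Texas-615-DNA. Fluorescence polarization was read for both dyes.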
GLS inhibitor – qHTS for Inhibitors of Glutaminase (GLS). Glutaminase kidney isoform, mitochondrial (Homo sapiens), O94925. GLS enzymatic activity, qHTS titration. Potency, µM (titrated, usually from 45.5 µM), inactives show at the highest dose activity change, negative = inhibition, hits mostly inhibitors. 410,000 compounds, 0.21% hits; note: % is set by controls: 0 for no effect and ±100 for the full control effect
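Enzyme dispensed in phosphate buffer (45 mM, pH 8.2, 0.02% Tween-20), compounds pinned in, then 1 mM L-glutamine solution and the glutamate oxidase–HRP–Amplex Red mix added; fluorescence read immediately and again after 30 min at room temperature.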
Pin1 inh – qHTS Assay to Find Inhibitors of Pin1; Peptidyl-prolyl cis-trans isomerase NIMA-interacting 1 (Homo sapiens), Q13526; Pin1 FP peptide displacement, HiFluor488, 10 min; Potency, µM (titrated, usually from 115 µM), inactives show at the top dose activity, negative = inhibition, hits mostly inhibitors; 390,000 compounds, 0.009% hits; active = well fitted inhibition curve with a large enough effect in the polarisation, with a control signal flat, not every such curve was filed as active; inconclusive = small, poorly fitted or top-dose-only effect, or effect the other way, or a change in a side signal; inactive = no such curve, though single readings can be large or run the other way; the % refers to the polarisation; note: % is set by controls: 0 for no effect and ±100 for the full control effect
Target sequence (Q13526 whole entry, looked up): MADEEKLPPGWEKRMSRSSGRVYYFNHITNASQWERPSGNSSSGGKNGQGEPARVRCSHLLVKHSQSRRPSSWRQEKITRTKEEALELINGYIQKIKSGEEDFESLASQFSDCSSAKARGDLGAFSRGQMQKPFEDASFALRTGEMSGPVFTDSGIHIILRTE
TrxR1 inh – qHTS Assay for Inhibitors of Mammalian Selenoprotein Thioredoxin Reductase 1 (TrxR1): qHTS; AID 588453, 2011; recombinant rTrxR1, NADPH fluorescence consumption, selenite substrate; Thioredoxin reductase 1, cytoplasmic (Rattus norvegicus), O89049; 390,000 compounds, 1% hits; Potency, µM (series often up to 114 µM), without a hit: at the top dose activity change, negative = inhibition, hits mostly inhibitors; note: % is set by controls: 0 for no effect and ±100 for the full control effect; nearly all actives have a fitted effect of over 65% in size
Target sequence (O89049 whole entry, looked up): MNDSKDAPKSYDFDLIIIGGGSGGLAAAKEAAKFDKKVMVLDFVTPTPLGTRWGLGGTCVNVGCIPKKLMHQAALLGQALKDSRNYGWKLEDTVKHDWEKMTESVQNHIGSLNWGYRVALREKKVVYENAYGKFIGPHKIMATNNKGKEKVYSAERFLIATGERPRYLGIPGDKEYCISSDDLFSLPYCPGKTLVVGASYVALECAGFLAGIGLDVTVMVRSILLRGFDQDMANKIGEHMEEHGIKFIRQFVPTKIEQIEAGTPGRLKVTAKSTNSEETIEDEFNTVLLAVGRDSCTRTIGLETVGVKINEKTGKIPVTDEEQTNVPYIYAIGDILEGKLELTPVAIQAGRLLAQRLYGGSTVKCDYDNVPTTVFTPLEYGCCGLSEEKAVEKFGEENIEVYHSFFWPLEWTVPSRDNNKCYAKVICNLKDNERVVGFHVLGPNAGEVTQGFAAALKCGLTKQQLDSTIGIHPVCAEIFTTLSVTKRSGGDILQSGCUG
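Rat TrxR1 (90 nM in the dispensed reagent) was pre-reduced with 400 uM NADPH for 5 min at room temperature, then incubated with compound for 15 min. After 400 uM selenite was added, NADPH fluorescence (Ex 340/Em 450 nm) was followed for 8 min.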
RGS4 inh – Inhibitors of Regulator of G Protein Signaling (RGS) 4: qHTS | Transcreener GDP fluorescence polarization, RGS4-accelerated GTP hydrolysis | Potency, µM (doses to about 114 µM), for inactives: at the top dose activity change, negative = inhibition, hits mostly inhibitors | 390,000 compounds, 0.039% hits; note: % is set by controls: 0 for no effect and ±100 for the full control effect; nearly all actives have a fitted effect of over 75% in size; some results filed as inactive show a strong effect at the top dose
Target sequence (P49798 whole entry, looked up): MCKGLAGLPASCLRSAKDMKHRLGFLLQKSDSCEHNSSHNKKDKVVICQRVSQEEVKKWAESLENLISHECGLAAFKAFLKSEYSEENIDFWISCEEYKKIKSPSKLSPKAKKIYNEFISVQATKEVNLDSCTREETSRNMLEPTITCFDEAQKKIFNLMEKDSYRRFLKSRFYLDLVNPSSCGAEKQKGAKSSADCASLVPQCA
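MLSMR compounds (23 nl, pin-transferred) preincubated 10 min at room temperature with a 500nM (2x) first reagent, then RGS4 at 900nM (2x) plus Transcreener GDP mix added; fluorescence polarization (620/688 nm) read before and after 90 min at 30 °C.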
12-LOX inh – Primary qHTS assay for inhibitors of human arachidonate 12S-lipoxygenase (ALOX12): Round 2 | Polyunsaturated fatty acid lipoxygenase ALOX12 (Homo sapiens), P18054 | purified 12hLO, xylenol orange hydroperoxide absorbance | Potency, µM (series often up to 108 µM), for inactives: at the highest dose activity change, negative = inhibition, most hits filed as inhibitors | 580,000 compounds, 1.1% hits; note: % is set by controls: 0 for no effect and ±100 for the full control effect
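Purified human 12hLO at 150 nM in 25 mM Hepes, 0.01% Triton X-100, pH 7.0, preincubated 15 min at room temperature with compound. Reaction started with 40 uM arachidonic acid, 30 min at room temperature. Hydroperoxide measured by Fe-xylenol orange, 573/405 nm absorbance ratio.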
* marks the source's active call; other numbers are inactive results; i = inactive; ? = inconclusive; · = no result given; & = joins results of further samples; [ ] = another dose, or the depositor's remark. Unless noted, calls come from the whole dose curve; as a rule, active = well fitted curve in the direction sought with a large enough effect; inconclusive = small, poorly fitted or top-dose-only effect, or another doubt; inactive = no such curve, though single readings can be large; an effect the other way counts as inactive or inconclusive. Potency is the fitted concentration of half-maximal effect. A portion of the library, so the mix of outcomes need not match the whole.

TrxR1 inh	JMJD2A Tudor	12-LOX inh	PGK inhibitor	structure	ERG Ets-DNA blk	Pin1 inh	GLS inhibitor	HP1b chromo inh	RGS4 inh
13%	-11%	22%	0%	COc1ccc(OC)c(NC(=O)COc2ccc3c(c2)CCC3)c1	-6%	3%	-3%	59%[activator]	1%
10%	-9%	-8%	9%	O=C(CCC(=O)c1ccc(Cl)cc1)NCc1ccccc1	-3%	6%	13%	11%[57 µM]	14%
22%&15%	-16%&-13%	?	-4%	CC[C@H](C)C(=O)O[C@H]1C[C@@H](C)C=C2C=C[C@H](C)[C@H](CC[C@@H]3C[C@@H](O)CC(=O)O3)[C@H]21	-1%&-6%	4%&-2%	3%&-7%&-17%	11%&37%	31%&13%
?	-10%	3%	14%	CC1CN(C(NC(=O)C(C)(C)C)C(Cl)(Cl)Cl)CC(C)O1 (centres undefined)	-1%	-2%	-2%	45%[activator]	0%
15%	-9%	-1%	0%	CC(C)CN(C(=O)Cn1c(Cl)nc2c1c(=O)n(C)c(=O)n2C)C1CCS(=O)(=O)C1 (centres undefined)	2%	-6%	-1%	22%	5%
7%[57.1 µM]	-16%[11.4 µM]	0%	0%	CC(=O)Nc1cc(C(F)(F)F)ccc1OCC1CCCO1 (centres undefined)	-3%	-2%	-15%	19%	-1%[11.4 µM]
21%	-26%	-3%	-2%	Nc1cc(C(=O)OCC(=O)Nc2cccc(S(=O)(=O)N3CCOCC3)c2)ccc1Cl	-4%	-3%	-2%	20%	-5%
8%[57.1 µM]	-8%	-1%	7%	O=C(CSc1nnc(-c2cccs2)n1CC1CCCO1)N1CCCC1 (centres undefined)	3%	2%	4%	14%	16%
-20%	50µM*	?	i	COCCCN1C(=O)C(=O)/C(=C(/O)c2ccc(OC(C)C)cc2)C1c1ccc(O)c(OC)c1 (centres undefined)	-1%	4%	34%[activator]	-7%	8%
75%[activator]	?	-12%	-5%	CCc1nnc2c(N3CCN(c4cccc(C)c4)C(C)C3)nc3ccccc3n12 (centres undefined)	3%	21%	0%	15%	-11%
3%[57.1 µM]	-23%	-12%	-5%	Cc1cc(NC(=O)CSc2nccn2-c2ccc(Cl)cc2)no1	-16%	10%	1%	-7%	4%
9%	-19%	0%	-9%	CCn1cc(C(=O)NCCCOC)c(=O)c2cc(S(=O)(=O)N3CCc4ccccc4C3)ccc21	-3%	-1%	-11%	32%	-13%
20%	12%	-37%	-2%	Fc1ccc(CSc2nnc(-c3ccco3)o2)cc1	4%	4%	-1%	73%[activator]	6%
4%	-4%	-15%	-3%	Cc1ccc2nc(N(CCCN(C)C)C(=O)c3ccc(S(=O)(=O)N(C)C)cc3)sc2c1	-4%	-4%	14%	18%	4%
6%	-14%	9%	-2%	COC(=O)c1sc(NC(=O)CCCn2nc([N+](=O)[O-])cc2C)c(C(=O)OC)c1C	7%	1%	7%	19%	24%
-7%	-6%	0%	-10%	CC(=O)Nc1ccc(S(=O)(=O)N2CCN(c3cc(C)nc4ccccc34)CC2)cc1	-8%	5%	9%	18%	22%
12%	-1%	0%	6%	O=C(Nc1ccccc1C(=O)NC1CCCC1)NC1CCCC1	1%	6%	-3%	31%	0%
-2%	?	?	7%	COc1ccc(C)cc1Nc1n[n+](-c2ccccc2)c(-c2c(OC)ccc3ccccc23)s1	6%	2%	8%	-16%	-16%
29%[57.1 µM]	56µM*	?	-5%	CCOC(=O)c1cc(-c2ccc(F)cc2)n(CCC(=O)Nc2nc3ccc(OC)cc3s2)c1C	2%	-3%	5%	-25%	15%
12%	0%	?	-8%	CC1CCCC(C)N1C(=O)Cn1cc(C#N)c2ccccc21 (centres undefined)	2%	0%	-16%	41%[activator]	18%
-9%	6%	?	i	CC(NC(=O)C(C)N1CCN(S(=O)(=O)c2ccccc2)CC1)c1ccccc1 (centres undefined)	25%	-9%	-9%	28%	?
?	-18%	14%	3%	Cc1cc(NC(=O)CSc2nnc(-c3ccco3)n2C)no1	3%	5%	-1%	30%	-8%
-11%	-21%[57.1 µM]	9%	-4%	Cc1cc(=O)oc2cc3c(cc12)OCCO3	-10%	-2%	0%	2%	-12%[56.9 µM]
4%	-14%	-23%	i	O=C(NCC(=O)N1CCN(S(=O)(=O)c2cccc(F)c2)CC1)c1ccc(Br)o1	-4%	-2%	3%	14%	-6%
4%	-15%[11.4 µM]	0%&38%	5%	CC#CC[N+](C)(C)CC(=O)c1ccccc1	1%	-2%	4%	46%[activator]	-15%[11.4 µM]

Carrying on.
TrxR1 inh	JMJD2A Tudor	12-LOX inh	PGK inhibitor	structure	ERG Ets-DNA blk	Pin1 inh	GLS inhibitor	HP1b chromo inh	RGS4 inh
2%[57.1 µM]	-5%	-1%	-4%	Fc1ccccc1Cc1noc(CN2CCC(OCc3cccnc3)CC2)n1	3%	6%	0%	13%	6%
-7%	?	1%	?	Cc1ccc(CN2C(=O)N/C(=C\c3ccc(-c4ccc(C(=O)O)cc4C)o3)C2=O)cc1	8%	-8%	?	-21%	7%
-2%	?	26%	-3%	CCOC(=O)N1CCC(=NNC(=O)c2ccccc2F)CC1	28%	0%	3%	5%	15%
-12%	-12%[57.1 µM]	-22%	-7%	CN1C(=O)N(S(=O)(=O)c2ccc(F)c(F)c2F)C(=O)C1(C)C	2%	0%	35%[activator]	38%	-7%
11%	6%	-14%	i	CC(C)(C)OC(=O)N1CCC(c2c(C(=O)N3CCOCC3)cnn2-c2cccc(F)c2)CC1	1%	0%	9%	26%	3%
16%[57.1 µM]	-1%	?	-1%	CCN(CC)C(=O)CSc1nnc(-c2cc3ccccc3cc2O)n1CC	-18%	0%	-13%	22%	-40%
0%	20µM*	-46%	2%	Cc1ccc([N+](=O)[O-])c(OCCCN2CCC(Cc3ccccc3)CC2)c1	-5%	-13%	15%	?	12%
18%	-5%	-4%	2%	Nc1c(-c2cccc(Cl)c2)cnc2c(-c3ccccc3)cnn12	3%	0%	-1%	56%[activator]	-7%
-25%	-26%	11%	1%	O=C1CC(CSc2ccc(Cl)cc2)=NN1	3%	-3%	23%	25%	38%
16%	-10%	457%[activator]	-8%	COc1ccc(CCNC(=O)c2ccnc(C(C)(C)C)c2)cc1OC	0%	2%	17%	43%[activator]	38%
-11%	-12%	0%	-7%	COc1ccc(/C=N/NC(=O)c2cccc([N+](=O)[O-])c2)cc1OS(=O)(=O)c1ccc(C)cc1	6%	2%	-5%	25%	-20%
-5%[57.1 µM]	-12%	-26%	2%	Nc1nnc(-c2ccncc2)s1	0%	-6%	-3%	18%	22%
-4%	-3%	0%	-5%	O=c1[nH]c(N2CCc3ccccc3C2)nc2c1CCC2	0%	-4%	·	40%[activator]	-5%
11%	-16%	?	3%	Cc1cc(C)cc(OC(C)C(=O)Nc2ccc3c(c2)n(C)c(=O)n3C)c1 (centres undefined)	0%	6%	-1%	36%	-15%
20%	?	-24%	i	Cc1cc(C)c(S(=O)(=O)Nc2cc(-c3cn4ccccc4n3)ccc2C)cc1C	5%	24%	6%	6%	17%
11%	-14%	7%	2%	COc1ccc(Cc2nnc(NC(=O)c3cc(OC)c(OC)c(OC)c3)s2)cc1OC	-1%	-1%	5%	22%	17%
25%[11.4 µM]	3%	?	-2%	CC(C)CNC(=O)N1c2ccccc2Sc2ccccc21	-9%[15.4 µM]	-6%	1%	39%[activator]	12%
18%[57.1 µM]	-30%	0%	10%	Cc1ccc(C(C)(C)NC(=O)C2CCC(=O)N(CC3CCCCC3)C2)cc1 (centres undefined)	-4%	-1%	-1%	-1%	-18%[56.9 µM]
11%	-10%	2%	-6%	COC(=O)c1ccccc1NC(=O)CSc1nc2nc(C)cc(C)n2n1	3%	1%	2%	14%	4%

3 entries from above, sorted by the value under PGK inhibitor, rising.
TrxR1 inh	JMJD2A Tudor	12-LOX inh	PGK inhibitor	structure	ERG Ets-DNA blk	Pin1 inh	GLS inhibitor	HP1b chromo inh	RGS4 inh
16%	-10%	457%[activator]	-8%	COc1ccc(CCNC(=O)c2ccnc(C(C)(C)C)c2)cc1OC	0%	2%	17%	43%[activator]	38%
11%	-10%	2%	-6%	COC(=O)c1ccccc1NC(=O)CSc1nc2nc(C)cc(C)n2n1	3%	1%	2%	14%	4%
11%	-14%	7%	2%	COc1ccc(Cc2nnc(NC(=O)c3cc(OC)c(OC)c(OC)c3)s2)cc1OC	-1%	-1%	5%	22%	17%

Compound activity: PubChem, National Center for Advancing Translational Sciences (NCATS)
